Source: PubChem BioAssay (National Center for Advancing Translational Sciences (NCATS))
HCMV inh: qHTS Assay for inhibitors of the human cytomegalovirus (HCMV). HFF cells, HCMV-luciferase reporter, 72 h; stronger effect = lower value. activity change, negative = inhibition, % at 57.5 µM. 410,000 tested, 4.5% active. AID 1259415, 2018; in the data active = activity change below about -60%; inconclusive = no clear call, values can overlap the other calls; inactive = above about -39%; note: % is set by controls: 0 for no effect and ±100 for the full control effect
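Luciferase read-out from HCMV-luciferase-infected HFFs (MOI 1 PFU/cell) 72 h post infection at 37C; compounds added after 16 h cell attachment; activity normalized between buffer-only basal and Salinomycin (10uM) inhibitor controls.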
Shiga toxin inh: A qHTS for Small Molecule Inhibitors of Shiga Toxin; AID 2315, 2010; Vero cells, Shiga toxin protein synthesis inhibition reporter; 290,000 tested, 9.2% active; inhibition, % at 38.7 µM; in the data active = inhibition mostly above about 28%, no sharp cut-off; inactive = mostly below about 43%; note: 0% is about no effect
AmpC no deterg: qHTS Inhibitors of AmpC Beta-Lactamase (assay without detergent) | AmpC nitrocefin hydrolysis, absorbance 480 nm, 0.0001% Triton | Potency, µM (titrated, usually from 57.1 µM), for inactives: at the top dose activity change, negative = inhibition, actives largely listed as inhibitors | 330,000 tested, 0.52% active | AID 485341, 2010;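 note: potency is the fitted concentration of half-maximal effect; plate controls were no compound for no effect and no enzyme for full effect; nearly all actives have a fitted effect of over 20% in size; some results filed as inactive show a strong effect at the top dose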
Target sequence (P00811 whole entry, looked up): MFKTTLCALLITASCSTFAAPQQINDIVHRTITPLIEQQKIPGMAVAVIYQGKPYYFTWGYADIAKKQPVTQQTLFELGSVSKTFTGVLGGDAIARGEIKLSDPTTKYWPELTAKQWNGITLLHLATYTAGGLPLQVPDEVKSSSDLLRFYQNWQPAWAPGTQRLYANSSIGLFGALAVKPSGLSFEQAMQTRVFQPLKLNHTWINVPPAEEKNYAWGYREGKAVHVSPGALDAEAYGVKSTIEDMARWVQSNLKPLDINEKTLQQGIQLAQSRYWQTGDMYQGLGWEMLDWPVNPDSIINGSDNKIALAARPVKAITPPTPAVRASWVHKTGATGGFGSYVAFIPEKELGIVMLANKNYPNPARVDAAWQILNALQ
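AmpC (5.3 nM in the dispensed reagent) in 20 mM phosphate pH 7.0 with 0.01% (detergent screen) or 0.0001% Triton X-100 was preincubated with compounds for 15 min at room temperature. Nitrocefin was then added from an 800 uM solution, and hydrolysis was followed at 480 nm.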
FBPA Giardia inh: qHTS Assay for Inhibitors of Fructose-1,6-bisphosphate Aldolase from Giardia Lamblia; Potency, µM (highest dose often 59.6 µM), without a hit: top-dose activity, negative = inhibition, usual class: inhibitors; A8B2U2; 290,000 tested, 0.71% active; purified Giardia FBPA; note: potency is the fitted concentration of half-maximal effect; % is set by controls: 0 for no effect and ±100 for the full control effect; nearly all actives have a fitted effect of over 55% in size
Target sequence (A8B2U2 whole entry, looked up): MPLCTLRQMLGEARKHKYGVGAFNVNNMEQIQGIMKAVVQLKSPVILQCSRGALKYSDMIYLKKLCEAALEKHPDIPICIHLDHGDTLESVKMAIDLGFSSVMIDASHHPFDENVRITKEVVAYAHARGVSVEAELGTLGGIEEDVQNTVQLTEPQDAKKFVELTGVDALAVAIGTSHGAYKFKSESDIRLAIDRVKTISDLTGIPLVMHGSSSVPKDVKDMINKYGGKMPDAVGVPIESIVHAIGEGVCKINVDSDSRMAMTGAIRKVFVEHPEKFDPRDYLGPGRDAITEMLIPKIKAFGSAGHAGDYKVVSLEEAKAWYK
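40 nM FBPA preincubated 10 min at RT with compound (up to 57.5 uM final), then substrate plus GAPDH/TPI/NAD/arsenate coupling and diaphorase/resazurin added. Fluorescence read after 20 min at RT, 525/598 nm.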
AMA1 RON2 block: qHTS for Inhibitors of AMA1-RON; Towards Development of Antimalarial Drug Lead: Primary Screen. Plasmodium falciparum AMA1 (3D7) - RON2 peptide interaction. AlphaScreen AMA1-biotinylated RON2 peptide binding. Potency, µM (titrated, usually from 58.2 µM), inactives show top-dose activity change, negative = inhibition, usual class: inhibitors. 360,000 tested, 0.2% active. AID 720542, 2013;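 note: potency is the fitted concentration of half-maximal effect; 0% = vehicle wells and -100% = peptide control; nearly all actives have a fitted effect of over 45% in size; some results filed as inactive show a strong effect at the top dose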
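AMA1 (3D7) with his tag at 25 nM final met compounds first, then biotinylated RON2 peptide at 25 nM; detection used donor plus acceptor beads, 10 µg/mL apiece, read by AlphaScreen after 30 min at room temperature.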
Cycloheximide cs: Cycloheximide Counterscreen for Small Molecule Inhibitors of Shiga Toxin; cell reporter, cycloheximide protein synthesis inhibition counterscreen; max response, %; 300,000 tested, 12% active; in the data active = max response mostly above about 13%, no sharp cut-off; inactive = mostly below about 14%; note: read at 38.3 µM for the half of the compounds with a filed dose; 0% is about no effect
AmpC detergent: qHTS Inhibitors of AmpC Beta-Lactamase (assay with detergent) | Potency, µM (titrated, usually from 114 µM), without a hit: at the highest dose activity change, negative = inhibition, actives largely listed as inhibitors | AmpC hydrolysis of nitrocefin, absorbance 480 nm, 0.01% Triton | P00811 | 370,000 tested, 0.041% active | AID 485294, 2010;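 note: potency is the fitted concentration of half-maximal effect; 0% = no-compound wells and -100% = no-enzyme wells; nearly all actives have a fitted effect of over 25% in size; some results filed as inactive show a strong effect at the top dose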
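AmpC (5.3 nM in the dispensed reagent) in 20 mM phosphate pH 7.0 with 0.01% (detergent screen) or 0.0001% Triton X-100 was preincubated with compounds for 15 min at room temperature. Nitrocefin was then added from an 800 uM solution, and hydrolysis was followed at 480 nm.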
* marks the source's active call; other numbers are inactive results; [ ] = dose if it differs, or a comment. Unless noted, calls come from the whole dose curve; as a rule, active = well fitted curve in the direction sought with a large enough effect; inconclusive = small, poorly fitted or top-dose-only effect, or another doubt; inactive = no such curve, though single readings can be large; an effect the other way counts as inactive or inconclusive.

How did Nc1cccc(C#Cc2ccc3c(c2)C(=O)/C(=C/c2ccsc2)O3)c1 do in these assays?
HCMV inh: 4; AmpC no deterg: -42%; AMA1 RON2 block: -25%

How did CC(SCC(=O)Nc1ccc(F)cc1)c1nc2ccccc2c(=O)[nH]1 (stereo unspecified) do in these assays?
Shiga toxin inh: -7; AmpC no deterg: -3%; FBPA Giardia inh: -24%; AMA1 RON2 block: 9%; Cycloheximide cs: 1; AmpC detergent: 6%

Results for Cc1cccc(C)c1OCc1nnc(SCC(=O)NCc2ccccc2)o1 ?
HCMV inh: 12; Shiga toxin inh: -12; AmpC no deterg: -1%; FBPA Giardia inh: -2%; AMA1 RON2 block: -4%; Cycloheximide cs: -4; AmpC detergent: 1%

Results for O=[N+]([O-])c1cccc(/C=N/Nc2nc(NCc3ccccc3)nc(N3CCOCC3)n2)c1 ?
HCMV inh: -18; Shiga toxin inh: -16; AmpC no deterg: -28%; FBPA Giardia inh: 4%; AMA1 RON2 block: -1%; Cycloheximide cs: -3; AmpC detergent: -11%

Results for CSCCC(NC(=O)c1ccc(Br)cc1)C(=O)O (stereo unspecified) ?
HCMV inh: 2; Shiga toxin inh: -2; AmpC no deterg: -20%; FBPA Giardia inh: 8%; AMA1 RON2 block: 0%; Cycloheximide cs: -6; AmpC detergent: 2%

What do the screens show for `Cc1cc(Br)ccc1NC(=O)C1CCN(C(=O)c2ccco2)CC1`?
HCMV inh: -13; Shiga toxin inh: 3; AmpC no deterg: 2%; FBPA Giardia inh: -8%; AMA1 RON2 block: -15%; Cycloheximide cs: -4; AmpC detergent: 3%

How did c1ccc(Cc2nnc3n2N=C(c2ccccc2)CS3)cc1 do in these assays?
HCMV inh: -30; Shiga toxin inh: -10; AmpC no deterg: -2%; FBPA Giardia inh: inconclusive; AMA1 RON2 block: -16%; Cycloheximide cs: 0; AmpC detergent: -11%

How did COc1ccccc1C(=O)NCCC(=O)N(C)CC(=O)Nc1c(Cl)cccc1Cl do in these assays?
HCMV inh: -7; AmpC no deterg: -6%; AMA1 RON2 block: -5%; AmpC detergent: inconclusive

What do the screens show for `COC(=O)c1ccc(Nc2nc(C)nc3c2nnn3Cc2ccccc2)cc1`?
HCMV inh: 3; Shiga toxin inh: -10; AmpC no deterg: -13%; FBPA Giardia inh: 5%; AMA1 RON2 block: 2%; Cycloheximide cs: -2; AmpC detergent: 2%

How did CCOC(=O)N1CCC(NC(=O)c2cccc3c2C(=O)N(Cc2cccnc2)C3)CC1 do in these assays?
HCMV inh: -10; Shiga toxin inh: -12; AmpC no deterg: 0%; FBPA Giardia inh: 5%; AMA1 RON2 block: 15%; Cycloheximide cs: -2; AmpC detergent: 5%

How did CC(C(=O)NN=C(c1ccccc1)c1ccccc1)N1CCCC1 (stereo unspecified) do in these assays?
HCMV inh: -39; Shiga toxin inh: -11; AmpC no deterg: -1%; FBPA Giardia inh: -1%; AMA1 RON2 block: -3%; Cycloheximide cs: -2; AmpC detergent: -2%

What do the screens show for `Cc1cc(NS(=O)(=O)c2ccc(NC(=O)Cc3ccc(Cl)c(Cl)c3)cc2)no1`?
HCMV inh: -9; AmpC no deterg: -36%; AMA1 RON2 block: 1%; AmpC detergent: inconclusive

What do the screens show for `CC1(C)CC(=O)N(CC(=O)N2CCN(c3ncccn3)CC2)c2ccccc2S1(=O)=O`?
HCMV inh: -3; Shiga toxin inh: 9; AmpC no deterg: -47%; FBPA Giardia inh: 7%; AMA1 RON2 block: 12%; Cycloheximide cs: 0; AmpC detergent: 4%

Results for COc1ccccc1N(C)S(=O)(=O)c1ccc(C(=O)OCC(=O)Nc2ccccc2F)cc1 ?
HCMV inh: -2; Shiga toxin inh: -12; AmpC no deterg: -13%; FBPA Giardia inh: -7%; AMA1 RON2 block: 2%; Cycloheximide cs: 4; AmpC detergent: 1%

What do the screens show for `Cc1cc(C)c2c(CN3CCCCC3)cc(=O)oc2c1`?
HCMV inh: 10; Shiga toxin inh: 7; AmpC no deterg: -22%; FBPA Giardia inh: 4%; AMA1 RON2 block: -2%; Cycloheximide cs: 11*; AmpC detergent: -10%

Results for CN(C)P(=NC(=S)c1cccn1C)(N(C)C)N(C)C ?
HCMV inh: -26; Shiga toxin inh: -4; FBPA Giardia inh: inconclusive; AMA1 RON2 block: -8%; Cycloheximide cs: -3; AmpC detergent: -6%

How did CCN1CCN(C(=S)c2ccc(Cl)cc2)CC1 do in these assays?
HCMV inh: 1; Shiga toxin inh: -3; AmpC no deterg: -23%; FBPA Giardia inh: 4µM*; AMA1 RON2 block: 11%; Cycloheximide cs: 6; AmpC detergent: -11%

What do the screens show for `Cc1ccc(-c2cc(C(=O)NN3CCOCC3)c3cc(Br)ccc3n2)o1`?
HCMV inh: inconclusive; Shiga toxin inh: -14; AmpC no deterg: 26%; FBPA Giardia inh: -20%; AMA1 RON2 block: 9%; Cycloheximide cs: -2; AmpC detergent: -1%

Results for COC(=O)Cn1c(C(F)(F)F)nc2ccccc21 ?
HCMV inh: 45; Shiga toxin inh: 13; AmpC no deterg: -15%; FBPA Giardia inh: 5%; AMA1 RON2 block: -6%; Cycloheximide cs: 3; AmpC detergent: inconclusive

Results for CC(=O)N1CCN(C(=O)c2cccc(S(=O)(=O)N3CCOCC3)c2)CC1 ?
HCMV inh: -23; AmpC no deterg: -12%; AMA1 RON2 block: -22%; AmpC detergent: -4%

Results for COc1ccccc1-c1cc(SC)c(C#N)c(=O)o1 ?
HCMV inh: -32; Shiga toxin inh: -3; AmpC no deterg: -16%; FBPA Giardia inh: 3%; AMA1 RON2 block: -12%; Cycloheximide cs: -1; AmpC detergent: inconclusive

Results for CSc1ncc(CN2CCN(C(C)C)C(CCO)C2)cn1 (stereo unspecified) ?
HCMV inh: -13; Shiga toxin inh: 27; AmpC no deterg: -15%; FBPA Giardia inh: 7%; AMA1 RON2 block: 6%; Cycloheximide cs: -1; AmpC detergent: -1%

What do the screens show for `N#Cc1ccc(CSc2nnc(Nc3ccccc3)s2)cc1`?
HCMV inh: inconclusive; Shiga toxin inh: -4; AmpC no deterg: -32%; FBPA Giardia inh: -2%; AMA1 RON2 block: -6%; Cycloheximide cs: -3; AmpC detergent: -12%

Results for O=c1oc2c3c4c(cc2c2c1CCC2)OCCN4CCC3 ?
HCMV inh: -68*; Shiga toxin inh: -5; AmpC no deterg: 22%; FBPA Giardia inh: 3%; AMA1 RON2 block: 99%[activator]; Cycloheximide cs: -2; AmpC detergent: -7%

Results for CCOc1ccccc1N1CCN(C(=O)c2cccc(S(=O)(=O)N3CCOCC3)c2)CC1 ?
HCMV inh: 35; AmpC no deterg: 230%[activator]; AMA1 RON2 block: 0%[11.6 µM]; AmpC detergent: inconclusive

Results for COc1ccc(CN2CCN(C(=O)C3CC(=O)N(C4CCCCCC4)C3)CC2)c(OC)c1OC (stereo unspecified) ?
HCMV inh: inconclusive; Shiga toxin inh: 5; AmpC no deterg: 181%[activator]; FBPA Giardia inh: -1%; AMA1 RON2 block: -3%; Cycloheximide cs: 2; AmpC detergent: 1%

Results for O=c1o[nH]c(-c2ccccc2)c1C=Nc1ccc(Cl)cc1 ?
HCMV inh: -40; Shiga toxin inh: 15; AmpC no deterg: -46%; FBPA Giardia inh: 10%; AMA1 RON2 block: -11%; Cycloheximide cs: -3; AmpC detergent: -13%

What do the screens show for `Cc1cc(C)c2nc(N(CCCN(C)C)C(=O)c3ccc4c(c3)CCCC4)sc2c1`?
HCMV inh: inconclusive; AmpC no deterg: 104%[activator]; AMA1 RON2 block: -21%; AmpC detergent: 0%

What do the screens show for `O=C(Nc1ccc(Cl)c(Cl)c1)Nc1nnc(CC2=CCCCC2)s1`?
HCMV inh: inconclusive; Shiga toxin inh: 2; AmpC no deterg: -28%; FBPA Giardia inh: 8%; AMA1 RON2 block: 0%; Cycloheximide cs: -7; AmpC detergent: -6%

What do the screens show for `Cc1ccc(CCCOC(=O)CN2CCCCC2)cc1`?
HCMV inh: 11; Shiga toxin inh: -7; AmpC no deterg: 7%; FBPA Giardia inh: 10%; AMA1 RON2 block: -4%; Cycloheximide cs: 4; AmpC detergent: 1%

Results for CC1CCc2sc3nc(NCc4ccco4)n4ncnc4c3c2C1 (stereo unspecified) ?
HCMV inh: 13; Shiga toxin inh: 17; AmpC no deterg: 58%; FBPA Giardia inh: -3%; AMA1 RON2 block: -7%; Cycloheximide cs: 11; AmpC detergent: -10%

What do the screens show for `COc1ccccc1CNC(=O)Cc1ccccc1`?
HCMV inh: 107; Shiga toxin inh: 35*; AmpC no deterg: -9%; FBPA Giardia inh: -2%; AMA1 RON2 block: 2%; Cycloheximide cs: 35*; AmpC detergent: -12%

Results for O=C(CNC(=O)c1ccccc1)N/N=C/c1ccc([N+](=O)[O-])s1 ?
HCMV inh: inconclusive; Shiga toxin inh: 12; AmpC no deterg: -27%; FBPA Giardia inh: 2%; AMA1 RON2 block: 5%; Cycloheximide cs: 20; AmpC detergent: -14%

Results for COc1ccc(C(=O)NNC(=O)CCn2nnc(-c3ccc(Cl)cc3)n2)cc1OC ?
HCMV inh: -17; Shiga toxin inh: -13; AmpC no deterg: 9%; FBPA Giardia inh: -3%; AMA1 RON2 block: 12%; Cycloheximide cs: 2; AmpC detergent: -8%

How did CC(=O)c1ccc(-c2ccc([C@H]3[C@@H]4C=CCC[C@@]4(C)C(=O)N3Cc3ccccc3)c(F)c2)cc1 do in these assays?
HCMV inh: 35; Shiga toxin inh: -2; AmpC no deterg: 17%; FBPA Giardia inh: -1%; AMA1 RON2 block: -5%; Cycloheximide cs: -3; AmpC detergent: 2%

What do the screens show for `O=C(NCCCCc1ccccc1)c1ccc(Br)cc1`?
HCMV inh: 64; Shiga toxin inh: 56*; AmpC no deterg: -26%; FBPA Giardia inh: 1%; AMA1 RON2 block: 15%; Cycloheximide cs: 38*; AmpC detergent: 4%

What do the screens show for `CCCC(=NCc1ccccc1)C1=C(O)C(C(=O)OC)C(C)(C)CC1=O` (stereo unspecified)?
HCMV inh: -28; Shiga toxin inh: -2; AmpC no deterg: 31%; FBPA Giardia inh: 2%; AMA1 RON2 block: -2%; Cycloheximide cs: 2; AmpC detergent: -5%

How did O=C1NC(=S)NC(=O)C1C/C=C/c1ccccc1 do in these assays?
HCMV inh: -5; Shiga toxin inh: 3; AmpC no deterg: -38%; FBPA Giardia inh: -9%; AMA1 RON2 block: 1%; Cycloheximide cs: -3; AmpC detergent: inconclusive
